Source: PubChem (National Center for Advancing Translational Sciences (NCATS))
B2AR arrestin: agonists driving beta-arrestin recruitment to human beta2-adrenergic receptor; beta-arrestin recruitment to beta2AR, cell-based reporter; Potency, µM (titrated, usually from 46.1 µM), for the others: at the highest dose activation, most hits filed as activators; actives 0.02% (n = 330,000);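 further: potency means the concentration at half of the fitted maximal effect; 0% = DMSO controls and full agonism = EC100 isoproterenol or metaproterenol; nearly all actives have a fitted effect of over 65% in size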
USP2a inh: blocks human ubiquitin-specific protease USP2a; O75604; USP2 core, Ub-CHOP2 coupled fluorogenic reporter, 485/531; Potency, µM (highest dose often 38.3 µM), inactives show top-dose activity change, negative = inhibition, hits mostly inhibitors; actives 0.01% (n = 330,000);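 further: potency means the concentration at half of the fitted maximal effect; plate controls were DMSO wells for no effect and full inhibition by NEM control for full effect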
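USP2 core (10nM final) preincubated 30min RT with compound in 20mM Tris-HCl pH 8.0, 2mM CaCl2, 2mM beta-mercaptoethanol, 0.05% CHAPS; 25nM Ub-CHOP2 plus 25nM reporter substrate added, fluorescence (Ex485/Em531) read after 60min.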
TSG101-PTAP inh: blocks PTAP/TSG101 interaction to inhibit HIV-1 budding. Q99816. Fluorescence polarization, FITC-PTAP peptide / Tsg101 binding. Potency, µM (highest dose often 115 µM), for the others: top-dose activity change, negative = inhibition, most hits filed as inhibitors. 340,000 tested, under 10 active. AID 493005; active means well fitted inhibition curve with a large enough effect in the main read-out, with a control signal flat, not every such curve was filed as active; inconclusive means small, poorly fitted or top-dose-only effect, or effect the other way, or a change in a side signal; inactive means no such curve, though single readings can be large or run the other way; further: potency means the concentration at half of the fitted maximal effect; % of control where 0% means no effect
Target sequence (Q99816 whole entry, looked up): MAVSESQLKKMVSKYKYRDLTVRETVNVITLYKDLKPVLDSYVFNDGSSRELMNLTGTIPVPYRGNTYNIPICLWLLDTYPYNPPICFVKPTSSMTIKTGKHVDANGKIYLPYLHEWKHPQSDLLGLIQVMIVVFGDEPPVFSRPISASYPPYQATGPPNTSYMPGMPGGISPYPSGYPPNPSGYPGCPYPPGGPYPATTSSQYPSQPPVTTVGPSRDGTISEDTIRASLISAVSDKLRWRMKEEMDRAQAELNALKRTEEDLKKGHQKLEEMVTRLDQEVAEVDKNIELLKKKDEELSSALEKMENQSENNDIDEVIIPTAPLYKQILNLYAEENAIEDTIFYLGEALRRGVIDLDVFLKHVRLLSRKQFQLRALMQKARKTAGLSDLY
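Steps: Tsg101 binding domain dispensed (10 uM final), compounds pinned in DMSO, FITC-labeled PTAP-motif peptide added (50 nM final); after 20 min binding at room temperature, polarization measured.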
ASM inhibitor: blocks human secretory acid sphingomyelinase; P17405; placental ASM, HMU-PC fluorogenic substrate, 60 min; Potency, µM (highest dose often 57.5 µM), inactives show top-dose activity change, negative = inhibition, actives largely listed as inhibitors; actives 0.006% (n = 340,000); AID 504937; further: potency means the concentration at half of the fitted maximal effect
Target sequence (P17405 47-631 limits assumed): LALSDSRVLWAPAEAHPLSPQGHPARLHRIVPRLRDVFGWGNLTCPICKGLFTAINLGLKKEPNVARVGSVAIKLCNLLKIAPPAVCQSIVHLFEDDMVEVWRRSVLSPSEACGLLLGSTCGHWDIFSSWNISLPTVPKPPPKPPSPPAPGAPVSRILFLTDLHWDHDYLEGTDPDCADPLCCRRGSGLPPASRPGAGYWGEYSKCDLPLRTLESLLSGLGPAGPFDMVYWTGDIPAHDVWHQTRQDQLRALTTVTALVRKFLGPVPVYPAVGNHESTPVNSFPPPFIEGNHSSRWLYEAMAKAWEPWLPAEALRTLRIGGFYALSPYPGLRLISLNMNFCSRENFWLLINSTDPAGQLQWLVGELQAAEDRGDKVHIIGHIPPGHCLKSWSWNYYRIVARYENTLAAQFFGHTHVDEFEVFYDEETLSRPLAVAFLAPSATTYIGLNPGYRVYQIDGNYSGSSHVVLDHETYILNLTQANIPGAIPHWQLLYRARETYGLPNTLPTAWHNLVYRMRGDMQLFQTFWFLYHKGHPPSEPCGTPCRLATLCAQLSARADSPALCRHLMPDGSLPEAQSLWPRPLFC
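Human placenta-derived ASM preincubated with compound 10 min at room temperature, then reacted with 9 uM (final) fluorogenic HMU-PC substrate for 60 min at 37 C. Stop solution raises pH to 10; fluorescence read at Ex 386/Em 447 nm.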
p53 reactivator: mutant p53 re-activation in reporter cells; Potency, µM (highest dose often 92.2 µM), inactives show at the top dose activity change, positive = activation, usual class: activators; H1299 p53-A138V BP100-luciferase reporter, luminescence, 24 h; actives 0.063% (n = 320,000); AID 504706; further: potency means the concentration at half of the fitted maximal effect; % of control where 0% means no effect; nearly all actives have a fitted effect of over 45% in size
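p53-null H1299 cells stably carrying temperature-sensitive p53-A138V and a BP100-luciferase reporter were pinned with compounds (4-point, 1:5 series) and held 24 hrs at 37 deg C. Luminescence was read 10 min after detection reagent.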
Integrin act MD: activators of alpha7 integrin expression for muscular dystrophy; alpha7betagal myoblasts, beta-gal FDG fluorescence, 48 h; Potency, µM (highest dose often 38.3 µM), for the others: top-dose activation, most hits filed as activators; actives 0.064% (n = 350,000); AID 624291;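 further: potency means the concentration at half of the fitted maximal effect; 100% = response of the positive control SU9516; nearly all actives have a fitted effect of over 60% in size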
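Alpha7betagal+/- myoblasts (passage 13) were plated 16-24 hr, then exposed to compounds (1:260 dilution of DMSO stock) for 48 hours at 37C. After MPER lysis, β-galactosidase reporter activity was read as FDG fluorescence (ex 480/em 540) after 30 minutes.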
BRCA1 expr act: increases BRCA1 expression. MCF7-BRCA1-FFLuc reporter, luminescence, 48 h; response scale: scaled: vehicle 0%, 10 µM genistein 100%. Potency, µM (series often up to 46.1 µM), for inactives: top-dose activation, usual class: activators. actives 1.1% (n = 380,000); further: potency means the concentration at half of the fitted maximal effect; nearly all actives have a fitted effect of over 80% in size; some results filed as inactive show a strong effect at the top dose
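Cells: MCF7-BRCA1-FFLuc, 2000/well. Exposure: 48 h, 37 °C, 5% CO2. Read: luminescence, 15 min post-substrate. Controls: genistein 10 microM (maximal activation), DMSO (neutral).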
TRPV1 ag: agonists of human vanilloid receptor 1 (TRPV1) | Q8NER1 | TRPV1-expressing cells, Fluo-8 calcium influx, agonist mode | activation, % at 8.33 µM | actives 0.19% (n = 320,000); in the data active means activation above about 80%; inconclusive means between about 30% and that limit; further: 0% is about no effect
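TRPV1-expressing cells were cultured overnight at 35.5C and loaded with Fluo-8 calcium dye for 40 to 90 min at room temperature. After a 10 s baseline, compound was added and calcium influx was read kinetically for 3 min (ex 480/em 520 nm).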
ELG1 genotoxic: induces genotoxicity in HEK293T cells with luciferase-tagged ELG1. HEK293T ELG1-luciferase reporter, luminescence, 16 h. Potency, µM (top dose mostly 46 µM), inactives show top-dose activity change, positive = activation, usual class: activators. actives 1.3% (n = 330,000). AID 504466; further: potency means the concentration at half of the fitted maximal effect; % of control where 0% means no effect; nearly all actives have a fitted effect of over 60% in size
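Cells (2,000/well) expressing the ELG1-luciferase fusion are dosed by pin tool and kept 16 hr at 37 °C, 5% CO2. Signal comes from ONE-Glo luciferase reagent after 30 min at room temperature.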
Eya2 phos inh: Eya2 (human) phosphatase inhibition | recombinant Eya2, OMFP fluorescence dephosphorylation (OMFP is methylfluorescein phosphate) | actives 0.006% (n = 330,000) | O00167 | Potency, µM (top dose mostly 76.9 µM), for the others: top-dose activity, negative = inhibition, usual class: inhibitors; further: potency means the concentration at half of the fitted maximal effect; on the % scale 0 is the no-effect control and ±100 the full control effect
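Eya2 protein (added as 0.2 uM solution) was preincubated with compound for 10 min at ambient temperature in 50 mM HEPES pH 7.5, 50 mM NaCl, 5 uM MgCl2, 0.05% BSA, 1 mM DTT. OMFP (added at 50 uM) then reacted 10 min; fluorescence read at 485/525 nm.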
uPA generation: blocks generation of uPA at the cell surface. cell surface uPA generation assay, qHTS. Potency, µM (doses to about 38.3 µM), inactives show top-dose activity change, negative = inhibition, most hits filed as inhibitors. actives 0.31% (n = 330,000); active means well fitted inhibition curve with a large enough effect; inconclusive means small, poorly fitted or top-dose-only effect; inactive means no such curve, though single readings can be large or run the other way; tested in mouse RAW 264.7 cells; further: potency means the concentration at half of the fitted maximal effect; on the % scale 0 is the no-effect control and ±100 the full control effect; nearly all actives have a fitted effect of over 55% in size
* hit, by the source's call; ? = inconclusive; . = no result given; [ ] = another dose, or the depositor's remark. Unless noted, the call rests on the fitted dose curve; in most records, active means well fitted curve in the direction sought with a large enough effect; inconclusive means small, poorly fitted or top-dose-only effect, or another doubt; inactive means no such curve, though single readings can be large; an effect the other way counts as inactive or inconclusive.

molecule	B2AR arrestin	USP2a inh	TSG101-PTAP inh	ASM inhibitor	p53 reactivator	Integrin act MD	BRCA1 expr act	TRPV1 ag	ELG1 genotoxic	Eya2 phos inh	uPA generation
O=C(c1ccco1)N1N=C(c2cccs2)CC1c1cc([N+](=O)[O-])ccc1O (centres undefined)	-0.7%	2.7%	0.7%	-28.2%	11.4%	-5.3%	-3.6%	0.9	10.4%	-1.4%	-1.0%
CCOC(=O)c1c(C)n(-c2ccccc2)c2ccc(O)c(CN(C)C)c12	-0.1%	3.6%	-3.3%	-1.4%	24.8%	-12.9%	-42.1%	1.9	-11.8%	-10.7%	-5.1%
COCCNC(=O)CSc1nc(N)c(NC(=O)c2ccccc2F)c(=O)[nH]1	-1.1%	0.2%	-2.8%	6.4%	4.1%	37.7%	-83.0%[inhibitor]	0.0	-1.7%	-1.0%	0.9%
O=C(CCC1CCCCC1)NCc1cccs1	2.9%	2.6%	-0.5%	-2.1%	7.2%	-13.0%	0.0%	?	2.4%	12.6%	0.9%
Cc1ccc(C(=O)n2cnc3ccccc32)cc1C	-0.3%	0.8%	1.0%	-3.0%	-1.2%	-14.0%	-7.6%	1.9	-0.3%	-6.4%	-4.6%
CCc1ccc(NC(=O)CSc2nc(N)c(NC(=O)c3ccc(F)c(F)c3)c(=O)[nH]2)cc1	-0.6%	-0.2%	-0.8%	-2.0%	29.0%	-4.1%	0.1%	1.0	2.3%	-3.1%	-0.8%
O=C(CCC(=O)N1CCN(c2ccc(F)cc2)CC1)c1ccccc1	-0.6%	-0.6%	-1.9%	1.2%	9.2%	?	30.0%	28.9	0.1%	1.6%	1.0%
Cc1ccc(NC(=S)N2CCC(c3ccc(C)cc3)C2)cc1 (centres undefined)	-0.4%	2.6%	-3.0%	-1.7%	28.5%	?	11.2µM*	4.9	?	-11.6%	-4.4%
O=c1cc(N2CCN(Cc3ccccc3)CC2)[nH]c(=O)n1-c1cccc(C(F)(F)F)c1	-0.5%	1.8%	3.3%	12.3%	1.9%	-16.6%	-11.1%	0.8	-1.0%	-3.1%	0.1%
Cc1c(OCC(=O)C(C)(C)C)ccc2c(-c3ccccc3)cc(=O)oc12	-0.9%	3.2%	-3.1%	-3.5%	.	0.0%	-27.8%	7.2	-10.9%	6.3%	7.4%
O=C1OC2(c3ccccc31)c1ccccc1-c1ccccc12	.	.	1.0%	8.6%	.	-5.3%	-56.1%	.	.	.	-0.6%
O=C(Cn1nnc(-c2ccc(CN3CCOCC3)cc2)n1)N1CCCc2ccccc21	0.0%	0.5%	-6.8%	-1.0%	0.3%	-1.4%[7.66 µM]	-17.3%	-0.9	-2.2%	6.5%	3.9%
CCN(c1ccc(OC)cc1)c1ncnc2nc[nH]c12	-0.3%	0.2%	-0.6%	0.1%	-9.7%	21.5%	0.0%	-5.4	-55.9%[inhibitor]	-16.8%	7.2%
Cc1cc(C)c(S(=O)(=O)N2CCCC(C(=O)NCc3ccccn3)C2)c(C)c1 (centres undefined)	-0.5%	-4.2%	-3.3%	1.2%	-5.9%	12.9%	-5.4%	0.6	-4.4%	7.3%	3.6%
Cc1nonc1-c1csc(N)n1	0.9%	-1.4%	2.8%	-0.9%	1.7%	-4.3%	28.9%	-0.9	4.0%	-2.0%	-0.2%
CN1CCN(c2ccc(-c3ccnn3C(=O)Nc3ccccc3)cc2)CC1	-0.2%	1.0%	0.6%	2.8%	1.5%	-3.8%	114.9%	12.8	?	-1.2%	-1.3%
CCN(CC)c1ccc(/C=C2\CCC(/C=N/NC(=O)c3ccc(=O)n(C)c3)=C2N2CCOCC2)cc1	0.3%	3.9%	?	-24.2%	-9.3%	0.0%	-54.5%	10.7	10.2%	-2.4%	-0.6%
CCc1nnc2c3cnn(-c4ccccc4)c3ncn12	-0.2%	-1.5%	-3.1%	-6.5%	23.9%	11.4%	?	6.8	?	5.4%	0.3%
CCCS(=O)(=O)N1CCC(C(=O)NCCN(C)Cc2ccccc2)CC1	0.2%	2.1%	-1.3%	3.5%	-0.4%	10.6%	15.4%	3.4	-2.0%	8.9%	6.5%
O=C(c1ccccc1)c1nnc(-c2ccccc2F)o1	0.0%	1.9%	-3.9%	-0.5%	?	21.5%	?	25.3	16.4µM*	5.8%	3.0%
NCCCC[C@H]1CNC(=S)N1CC1(c2ccccc2)CC1	-0.4%	-7.3%	1.0%	2.8%	-1.7%	-1.8%	-3.1%	-2.9	-10.3%	-5.0%	7.1%
COc1ccccc1CNC(=O)COc1ccc2c(c1)CCC2	-0.1%	-12.3%	-5.5%	10.8%	-0.4%	?	-4.6%	?	1.5%	-29.8%	10.9%
COc1ccc(C(C)NCCC(c2ccc(OC(C)C)cc2)c2ccccc2OC)cc1 (centres undefined)	-0.1%	3.8%	-0.1%	-12.6%	-8.8%	-67.7%[inhibitor]	-99.5%	8.1	-5.6%	?	-9.6%
Cc1ccc(-c2nc(CSCC(=O)NCCN3CCN(Cc4ccccc4)CC3)c(C)o2)cc1	0.3%	-2.2%	-3.3%	0.0%	-4.2%	-48.6%[inhibitor]	-73.6%	2.2	-8.8%	9.2%	-12.4%
Nc1c(-c2ccccc2)cnn1-c1cccc(C(F)(F)F)c1	0.0%	0.7%	-2.1%	-1.3%	20.2%	2.0%	5.01µM*	-3.6	14.1%	-17.1%	-7.3%
COc1cccc(C2=NOC(C(=O)NCc3cccnc3)C2)c1 (centres undefined)	-0.3%	-1.1%	-0.2%	0.7%	.	-27.3%	-46.5%	0.8	-4.9%	11.5%	-2.1%
Cc1cc2n(n1)C(c1ccc3c(c1)OCO3)Nc1c(C)cccc1-2 (centres undefined)	-0.1%	-1.7%	-0.5%	-4.8%	-9.7%	-20.3%	5.9%[1.84 µM]	-5.2	-3.6%	-0.6%	-0.7%
O=C(c1ccc(NC(=O)C2(c3ccccc3)CCOCC2)cc1)N1CCOCC1	.	.	0.3%	4.4%	.	-11.2%	2.8%	-1.4	.	.	2.7%
Nc1nnc(SCC(=O)c2ccc3ccccc3c2)s1	-0.5%	-5.5%	-3.2%	-3.7%	?	-15.3%	?	2.7	11.6µM*	-7.1%	4.1%
CCNC(=O)CC1SC(=Nc2ccc(C)c([N+](=O)[O-])c2)N(C)C1=O (centres undefined)	.	.	-3.1%	2.7%	.	-9.9%	1.5%	.	.	.	17.3%
O=C(c1ccc(Br)o1)N1CCN(c2ccc(F)cc2)CC1	0.0%	5.1%	-3.6%	4.3%	-1.7%	7.9%	1.6%	?	0.2%	13.4%	-2.5%
CN(C)C(CNC(=O)C1CC(=O)N(Cc2ccccc2)C1)c1ccccc1 (centres undefined)	0.0%	1.0%	-2.3%	1.4%	14.8%	-10.7%	-4.0%	-1.7	3.2%	19.3%	0.0%
Cc1ccc(CNC(=O)CNS(=O)(=O)c2ccc(Br)s2)cc1	0.5%	-3.5%	-0.6%	-8.0%	2.4%	-2.7%	18.4%	-2.2	-1.4%	-4.8%	2.7%
CCc1cc2c(C)cc(=O)oc2cc1OC(=O)C1CCCN1C(=O)OC(C)(C)C (centres undefined)	0.4%	-5.3%	-0.7%	.	7.7%	-30.7%	23.7%	?	6.8%	-18.1%	3.6%
Cc1cccc(NCc2cc(Cl)ccc2O)n1	-0.4%	-0.6%	-1.2%	4.6%	2.2%	18.0%	0.8%	0.6	2.1%	-2.2%	-0.4%
O=C1C2CCCCC2C(=O)N1c1cccc(OS(=O)(=O)c2ccccc2)c1 (centres undefined)	-0.4%	0.9%	-0.5%	-0.1%	-5.7%	11.9%	1.4%	2.3	-0.1%	0.7%	0.5%
